FXIa mix inh = blocks human factor XIa in pooled compound mixtures; inhibition, % at 5 µM; actives 0.19% (n = 62,000); purified FXIa, fluorogenic substrate; in the data active means inhibition above about 20%, passing the limit was not always enough;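 further: each value is inhibition by a whole ten-compound pool holding the compound; 0% = enzyme with no mixture and 100% = wells lacking enzyme; strong numbers were not always called active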
Target sequence (P03951 19-387 limits assumed): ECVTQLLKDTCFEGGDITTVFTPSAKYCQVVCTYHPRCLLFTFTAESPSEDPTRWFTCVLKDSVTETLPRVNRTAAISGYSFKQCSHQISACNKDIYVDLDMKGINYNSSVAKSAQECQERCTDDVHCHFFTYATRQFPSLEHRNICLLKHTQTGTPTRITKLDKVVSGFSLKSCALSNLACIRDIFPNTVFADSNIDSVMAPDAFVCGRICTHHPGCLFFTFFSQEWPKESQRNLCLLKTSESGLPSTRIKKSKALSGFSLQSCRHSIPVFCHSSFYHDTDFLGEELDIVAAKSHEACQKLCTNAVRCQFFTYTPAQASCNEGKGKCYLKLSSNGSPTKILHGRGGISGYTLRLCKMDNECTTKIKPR
Target sequence (P03951 388-625 limits assumed): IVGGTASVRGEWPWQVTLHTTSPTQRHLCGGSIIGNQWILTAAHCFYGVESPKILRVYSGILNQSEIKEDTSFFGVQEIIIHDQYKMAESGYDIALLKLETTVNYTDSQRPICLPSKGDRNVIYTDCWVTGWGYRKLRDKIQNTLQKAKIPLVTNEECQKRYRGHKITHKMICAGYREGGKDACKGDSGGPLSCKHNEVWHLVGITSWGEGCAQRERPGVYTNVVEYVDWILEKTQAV
Cathepsin G inh = inhibitors of human cathepsin G; purified enzyme, AMC-tetrapeptide fluorescence, pooled mixtures; inhibition, % at 5 µM (by protocol); actives 0.2% (n = 62,000); AID 581;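 active means inhibition above 20% in each of the two mixture wells holding the compound; inactive means inhibition of 20% or less in either well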;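 further: 0% = enzyme control without mixture and 100% = blank lacking enzyme; strong numbers were not always called active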
Target sequence (P08311 21-244 limits assumed): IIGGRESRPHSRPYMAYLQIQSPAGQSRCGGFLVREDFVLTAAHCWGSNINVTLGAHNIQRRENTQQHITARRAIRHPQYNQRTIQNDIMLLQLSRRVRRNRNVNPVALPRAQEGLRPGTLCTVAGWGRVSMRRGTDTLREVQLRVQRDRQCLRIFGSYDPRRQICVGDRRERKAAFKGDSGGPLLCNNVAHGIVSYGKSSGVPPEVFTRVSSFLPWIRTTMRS
CatB mix inh = human cathepsin B inhibition by mixtures | inhibition, %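 (ten-compound pools at 5 µM per compound and 50 µM total)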 | actives 0.06% (n = 62,000) | Purified cathepsin B, AMC dipeptide fluorescence, compound mixtures | P07858; in the data active means inhibition above about 22%, passing the limit was not always enough;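 further: 0% = enzyme without compound and 100% = no enzyme blank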
C1s inh = human complement C1s inhibition; mean inhibition % of two 10-compound mixtures (stronger effect = higher value), % at 5 µM (by protocol); P09871; actives 0.16% (n = 62,000); purified C1s, fluorogenic AMC substrate, pooled mixtures;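 active means inhibition above 20% in each of the two 10-compound mixture wells holding the compound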;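 further: 0% = enzyme wells lacking compound mixture and 100% = no-enzyme blank wells; some compounds called inactive have numbers as strong as hits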
AP complement = orthogonal test for alternative complement pathway inhibitors | inhibition, % at 5 µM | Human serum alternative complement pathway, LPS-coated ELISA, C3 deposition; tested in compound mixtures | AID 1235 | actives 0.08% (n = 62,000);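 active means inhibition above 30% in each of the two pooled mixtures holding the compound, so the lower value exceeds 30%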;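 further: 0% = serum in Mg-EGTA without compound and 100% = EDTA serum blank; some compounds past the cut are filed as inactive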
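Test system – human serum alternative complement pathway, C3 deposition on LPS-coated wells · Buffer or medium – diluted human serum in Mg2+-EGTA GVB++ · Compound dosing – 5 µM each compound, pools of ten, 50 µM per pool · Schedule – 1 h serum-compound exposure at 37 °C · Measured by – Anti-C3 ELISA, OD 450 nm · Read-out basis – percent inhibition of C3 deposition onto LPS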
CatB block = inhibitors of human cathepsin B. P07858. purified cathepsin B, fluorogenic substrate, fluorescence. inhibition, %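 (tested at 10 µM)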. actives 0.1% (n = 63,000). AID 453; in the data active means inhibition above about 21%;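 further: 0% = enzyme with no compound and 100% = no enzyme blank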
CatL block = blocks human cathepsin L protease activity. P07711. purified cathepsin L, fluorogenic substrate, fluorescence. inhibition, %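 (tested at 10 µM)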. actives 0.17% (n = 58,000); in the data active means inhibition above about 45%;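 further: 0% = enzyme with no compound and 100% = no enzyme blank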
Target sequence (P07711 114-288 limits assumed): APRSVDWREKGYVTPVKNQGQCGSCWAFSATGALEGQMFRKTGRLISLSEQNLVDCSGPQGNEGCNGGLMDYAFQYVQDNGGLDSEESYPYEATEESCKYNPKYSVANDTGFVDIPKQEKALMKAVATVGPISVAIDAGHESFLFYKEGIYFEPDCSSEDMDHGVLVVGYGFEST
Target sequence (P07711 292-333 limits assumed): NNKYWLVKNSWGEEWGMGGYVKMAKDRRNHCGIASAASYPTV
CatS block = human cathepsin S inhibition; recombinant cathepsin S, AMC dipeptide fluorescence, pooled mixtures; inhibition, %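 (tested at 5 µM per compound within 10-compound mixtures)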; P25774; actives 0.06% (n = 62,000); AID 501; in the data active means inhibition above about 32%, passing the limit was not always enough;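 further: 0% = enzyme without compound and 100% = blank without enzyme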
Ec RNAP inh = inhibitors of Escherichia coli RNA polymerase. P0A8V2. E. coli RNA polymerase, fluorescence transcription assay. inhibition, %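 (tested at 10 µM)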. actives 0.2% (n = 62,000); in the data active means inhibition above about 20%;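 further: 0% = enzyme without compound and 100% = no enzyme blank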
* marks the source's active call; other numbers are inactive results; x = no result given. Some of the compounds tested; rates above refer to the full screens.

FXIa mix inh | Cathepsin G inh | CatB mix inh | C1s inh | AP complement | CatB block | CatL block | CatS block | Ec RNAP inh | compound
5 | -10 | -1 | -41 | 0 | 2 | x | 2 | -4 | O=C(OCc1nc(-c2ccccc2)oc1COC(=O)c1ccco1)c1ccco1
-7 | 4 | -2 | -22 | -2 | 1 | 5 | -8 | 1 | O=C(c1c(F)cccc1F)N1CCC(O)(c2cccnc2)CC1
2 | 6 | -2 | -7 | 0 | 2 | 3 | 0 | 1 | Cc1ccc(-n2c(Cn3cnc4ccccc43)nnc2SCC(=O)O)cc1
1 | -13 | 2 | 1 | 7 | 1 | -18 | -7 | -6 | COc1ccc(C2C=C(c3ccccc3)Nc3ncnn32)cc1 (centres undefined)
6 | -8 | 2 | -10 | -12 | 7 | x | 14 | 4 | O=C(CSc1nnc(-c2cccs2)o1)OCc1ccccc1
1 | -14 | 0 | -22 | -4 | -3 | -57 | 1 | -16 | Cc1cccc(-n2ncc3c(N4CCc5ccccc54)ncnc32)c1
7 | 6 | 2 | -1 | 12 | 6 | 16 | 9 | 10 | CCCc1cc(C(N)=O)c(NC(=O)c2ccoc2C)s1
-2 | -3 | 1 | 2 | 3 | -1 | 0 | -3 | 6 | CCCCn1nnc(NC(=O)CC23CC4CC(CC(C4)C2)C3)n1
-17 | -7 | -6 | -20 | 18 | 1 | 2 | -13 | 3 | COc1ccc(-c2cc(C(F)(F)F)nc(N3CCCCCC3)n2)cc1
-11 | 3 | -8 | -1 | 6 | 0 | -15 | -5 | 3 | O=C(CC1SCCNC1=O)Nc1cccc(Cl)c1 (centres undefined)
6 | 7 | 4 | 12 | 11 | -4 | 34 | 2 | 8 | Cc1cc(C)nc(/N=C2\NC(=O)CC(C(=O)O)N2c2ccc(Cl)cc2)n1 (centres undefined)
-20 | -16 | -13 | -74 | -1 | 0 | 16 | -16 | -1 | CNC(=O)OCc1cccc(COC(=O)NC)n1
-5 | -12 | 2 | -19 | 1 | 10 | x | 8 | 7 | COc1ccc(CC(=O)c2ccccc2C(=O)O)cc1
3 | 10 | -1 | 14 | 9 | 6 | 17 | 4 | 3 | Cc1nn(C(C)C(=O)NCC2CCCO2)c(=O)c2cc3occc3n12 (centres undefined)
3 | -4 | 10 | -18 | 15 | 8 | 10 | 11 | 5 | CCCCNC(=O)Cn1cnc2sc(C(=O)OCC)c(C)c2c1=O
7 | 9 | 3 | -20 | 5 | -1 | 23 | 3 | 7 | O=C(COc1ccc(Cl)cc1)Nc1ccccc1N1CCOCC1
10 | 2 | 9 | 5 | 19 | -4 | -3 | 2 | 5 | OCCc1ccc(-c2ccc(Cl)cc2)o1
7 | 8 | 2 | 15 | 16 | 2 | -20 | -9 | 6 | CCOC(=O)c1cc(C)sc1NC(=O)C1CCC1
-1 | 7 | -7 | 0 | 6 | 4 | 2 | -5 | 6 | COc1ccc(-c2cc3n(n2)CCc2nc4ccccc4n2-3)cc1
5 | 8 | 2 | -3 | 14 | 1 | -4 | -5 | 5 | O=C(CCCN1C(=O)CCC1=O)Nc1ccc2c(c1)OCO2

Looked up by compound from the list above, 2 records:
FXIa mix inh | Cathepsin G inh | CatB mix inh | C1s inh | AP complement | CatB block | CatL block | CatS block | Ec RNAP inh | compound
3 | 10 | -1 | 14 | 9 | 6 | 17 | 4 | 3 | Cc1nn(C(C)C(=O)NCC2CCCO2)c(=O)c2cc3occc3n12 (centres undefined)
3 | -4 | 10 | -18 | 15 | 8 | 10 | 11 | 5 | CCCCNC(=O)Cn1cnc2sc(C(=O)OCC)c(C)c2c1=O

The list continues.
FXIa mix inh | Cathepsin G inh | CatB mix inh | C1s inh | AP complement | CatB block | CatL block | CatS block | Ec RNAP inh | compound
3 | 9 | 2 | -1 | 14 | 1 | 2 | -2 | -2 | Cc1cnc(C(=O)Nc2cccc(-c3nnc4n3CCCCC4)c2)cn1
-8 | -1 | -7 | -35 | -6 | -2 | 12 | 8 | 7 | CCCCC(=O)N(c1ccc(OC)cc1)C1C=CS(=O)(=O)C1 (centres undefined)
2 | 10 | -1 | 0 | 2 | 1 | 0 | -5 | 1 | Cc1ccc(C2CC(C(F)(F)F)n3nc(C(=O)NCC4CCCO4)cc3N2)cc1 (centres undefined)
5 | -1 | -5 | -1 | -6 | -3 | x | 5 | 4 | CC1=Nc2ccccc2N=C(NC(=O)CSc2nnnn2-c2ccccc2)C1c1ccccc1 (centres undefined)
4 | -6 | 3 | -2 | 7 | -1 | -2 | 1 | 0 | Cc1cccc(-c2noc(CCC(=O)NCc3ccccc3)n2)c1
8 | -1 | 2 | 1 | 5 | -2 | -1 | -5 | x | CCC(=O)N1CCN(c2ccc(Cl)cc2NC(=O)c2ccc(Br)o2)CC1
10 | 9 | -2 | 4 | 22 | -4 | 14 | 2 | 7 | CCc1ccc2nc(NC3=NCN(CCOC)CN3)nc(C)c2c1
-7 | -6 | 2 | -12 | 2 | -2 | -3 | -8 | 4 | CCOC(=O)c1nn(-c2cc(C(=O)OC)cc(C(=O)OC)c2)cc1O
1 | 3 | 0 | 0 | 2 | -5 | 23 | 17 | 8 | CCCC1C2CN(C(C)=O)CC=C2C(C#N)=C(N)C1(C#N)C#N (centres undefined)
0 | 9 | 3 | 11 | 6 | 6 | 35 | 13 | 10 | CCOC(=O)N1CCN(C(=O)CSc2nnc(Cn3c(=O)sc4ccccc43)n2C)CC1
9 | -1 | -2 | -6 | 7 | 2 | 7 | 8 | 0 | Fc1ccc(-c2nnc(NC3=NCCCCC3)o2)cc1
9 | 13 | 7 | 17 | 15 | 3 | 0 | -4 | 7 | O=C(CCn1nnc2ccccc21)N1CCC(O)(c2cccc(F)c2)CC1
3 | -1 | 3 | 7 | 3 | 1 | 31 | 6 | 5 | CC(=O)n1cc(-c2ccncc2)c2ccccc21
11 | 9 | 3 | -12 | 3 | 3 | 10 | -3 | 5 | N#CC1(c2ccccc2)CCC(=NO)CC1 (centres undefined)
6 | 3 | 1 | 10 | 5 | 4 | 4 | -2 | 10 | O=C(CN1CCOCC1)N1CCc2ccccc2C(c2ccccc2)C1 (centres undefined)
7 | 2 | 8 | 2 | -9 | 9 | 3 | 16 | 2 | O=C(NCCC1=CCCCC1)N[C@@H](Cc1ccccc1)C(=O)O
15 | 7 | 1 | -6 | 8 | 2 | 5 | -7 | 7 | CCCc1nc(SCC(N)=O)[nH]c(=O)c1CC
0 | 7 | 2 | -3 | 21 | 0 | -1 | 4 | 3 | CCC1CCCCN1CCCn1c(=S)[nH]c2ccccc2c1=O (centres undefined)
9 | -1 | -2 | -2 | 9 | 0 | -1 | 1 | -4 | CCSc1nnc2c(n1)OC(C)(C)Nc1ccccc1-2
1 | 6 | 3 | 1 | 6 | 7 | 16 | -4 | 6 | O=C(NC(Cc1ccccc1)c1nc2ccccc2[nH]1)C1CC(=O)N(c2ccc3c(c2)OCCO3)C1 (centres undefined)
7 | -4 | 8 | -17 | 11 | 10 | 10 | 13 | 0 | Cc1nn(-c2ccccc2)c2sc(C(=O)c3c(N)n(C)c(=O)n(C)c3=O)cc12
8 | 1 | -3 | -11 | 3 | 0 | 5 | 15 | x | CC(CN1CCCC(C(N)=O)C1)c1ccccc1 (centres undefined)
0 | 9 | 3 | 11 | 23 | 3 | x | 1 | 6 | Cc1cc(=O)n2c(ccc3ccccc32)c1C#N
-4 | 7 | 17 | 4 | 1 | 3 | x | 11 | 6 | CCOc1ccccc1-c1nc(-c2cc3ccccc3nc2OC)no1
6 | 13 | 7 | 59* | 3 | 0 | 1 | 22 | 13 | CCOC(=O)c1c(-c2ccc(C)o2)csc1NC(=O)CN1CCN(CC)CC1
12 | 1 | 10 | -10 | 4 | 0 | 8 | 19 | 4 | Cc1nc(NC(=O)c2ccc(Br)s2)sc1C(=O)N(C)C
-1 | 8 | 5 | -22 | 5 | -1 | 8 | -6 | 3 | Cc1cc(C(=O)N2CCN(c3ncccn3)CC2)cs1
5 | -1 | 0 | 6 | 1 | 3 | -1 | 3 | 4 | CCCS(=O)(=O)N1CCCC(C(=O)NC2CCCCC2)C1 (centres undefined)
-7 | -3 | 0 | -3 | 9 | -3 | -9 | -5 | 10 | CC(Oc1ccccc1Cl)C(=O)N(Cc1ccco1)C1CCS(=O)(=O)C1 (centres undefined)
6 | 8 | 2 | -1 | 11 | -2 | -5 | 0 | 1 | CCN(CC)c1ccc2c(Cl)c(Br)c(=O)oc2c1
-6 | 10 | -2 | 47 | 2 | -1 | 24 | 2 | 8 | O=C(CCn1nc(-c2ccccc2)ccc1=O)N1CCN(c2ccccn2)CC1
4 | -8 | -1 | -18 | -3 | 2 | -1 | -4 | 1 | Cc1csc(NC(=O)C2CCN(C(=O)CSc3nnc(C)n3Cc3ccccc3)CC2)n1
2 | 12 | 2 | 36 | 0 | 2 | 10 | 9 | 7 | COc1ccccc1C(=O)NC(CCSC)C(=O)OCC(=O)NC(=O)NCc1ccco1 (centres undefined)
15 | -3 | 2 | -4 | 2 | 1 | 8 | 34 | -2 | Cc1cc2cc(CN(Cc3ccc4c(c3)OCO4)C(=O)c3cnccn3)c3nnnn3c2cc1C
-4 | 3 | -3 | -19 | 1 | 6 | 11 | -3 | 5 | O=C(COc1ccccc1)NC(Cc1c[nH]c2ccccc12)C(=O)O (centres undefined)
-6 | 0 | 0 | 4 | -2 | 2 | 16 | -4 | 3 | CC(Sc1nnc(C2CCCCC2)n1N)C(=O)NCc1ccc2c(c1)OCO2 (centres undefined)
-2 | 10 | 3 | 11 | 10 | 1 | 7 | 0 | 3 | CN(C)S(=O)(=O)c1ccc2c(c1)nc(CCC(=O)NCC1CCCCC1)n2C
3 | 26 | 2 | 2 | 15 | 0 | 0 | 2 | 6 | COc1ccc(CC(=O)Nc2ccc(-c3nnc(-c4ccccc4)o3)cc2)cc1OC
17 | 6 | 0 | 17 | 10 | 2 | -11 | 2 | 0 | Cc1onc(-c2ccccc2Cl)c1C(=O)Nc1ccc(S(=O)(=O)N2CCCC2)cc1
0 | 10 | -4 | 0 | -6 | 4 | 9 | 12 | 10 | Cc1cnc(C(=O)Nc2ccc3c(c2)CCC3)cn1
-1 | 8 | 3 | 6 | 24 | 1 | -5 | -2 | 0 | CC(=O)OC(C(=O)NCS(=O)(=O)c1ccc(C)cc1)c1cccnc1 (centres undefined)
-38 | -10 | -17 | 8 | 6 | 5 | 25 | -11 | 5 | Cc1nnc(SCC(=O)Nc2cccc(C(F)(F)F)c2)n1Cc1ccco1
1 | -6 | -1 | -24 | -13 | 5 | 7 | -4 | 5 | COc1cc2c(cc1OC)-c1nnnn1C(C)(C)C2
2 | 1 | -4 | -33 | 7 | 4 | -2 | -8 | 4 | CCOC(=O)C1CCCN(C(=O)C2c3ccccc3Oc3ccccc32)C1 (centres undefined)
-4 | 9 | 3 | 6 | 21 | 1 | -5 | -3 | 6 | CC(=O)C1=C(O)C(=O)N(c2nnn(C)n2)C1c1cccs1 (centres undefined)
9 | 27 | 0 | -19 | 4 | 3 | 0 | -3 | -1 | CC(=O)c1cccc(NC(=O)C2CCN(S(C)(=O)=O)CC2)c1
2 | -4 | 0 | -20 | 11 | -1 | -8 | 8 | -2 | CCCCCn1c(=O)[nH]c2cc(C(=O)NCCCN(CC)CC)ccc2c1=O

Results in Cathepsin G inh and CatL block, for four of the compounds above:
canonical_smiles,Cathepsin G inh,CatL block
CCOC(=O)C1CCCN(C(=O)C2c3ccccc3Oc3ccccc32)C1 (centres undefined),1,-2
CC(=O)C1=C(O)C(=O)N(c2nnn(C)n2)C1c1cccs1 (centres undefined),9,-5
CC(=O)c1cccc(NC(=O)C2CCN(S(C)(=O)=O)CC2)c1,27,0
CCCCCn1c(=O)[nH]c2cc(C(=O)NCCCN(CC)CC)ccc2c1=O,-4,-8
